Screening data (PubChem BioAssay)
RXFP1 antagonist = RXFP1 (human) relaxin receptor antagonism | Q9HBX9 | HEK293-RXFP1, relaxin-stimulated cAMP HTRF, 30 min; active compounds read low | 0.59% of 350,000 active | activity change, negative = inhibition, % at 57.5 µM;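 active = activity change of -60% or lower, but not beyond a set lower limit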; also: % is scaled to controls: 0 for no effect and ±100 for the full control effect
D1 agonist = activates the human D1 dopamine receptor | activation, % at 2 µM | AID 504660 | P21728 | HEK293 T-REx D1 cells, calcium flux, agonist mode | 1% of 360,000 active; also: 0% is about no effect
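Agonism was scored from calcium flux recorded over 180 s (1 read/s) after pintool compound addition, following a 10-cycle baseline. Cells were inducible force-coupled HEK293 TREx D1, plated overnight at 30 C and loaded with no-wash calcium dye.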
TRHR agonist = agonists of human TRH receptor; AID 493084; TRHR cells, calcium flux fluo-8, FDSS agonist mode; activation, % at 2 µM; 0.18% of 360,000 active; also: 0% is about no effect
Target sequence (P34981 whole entry, looked up): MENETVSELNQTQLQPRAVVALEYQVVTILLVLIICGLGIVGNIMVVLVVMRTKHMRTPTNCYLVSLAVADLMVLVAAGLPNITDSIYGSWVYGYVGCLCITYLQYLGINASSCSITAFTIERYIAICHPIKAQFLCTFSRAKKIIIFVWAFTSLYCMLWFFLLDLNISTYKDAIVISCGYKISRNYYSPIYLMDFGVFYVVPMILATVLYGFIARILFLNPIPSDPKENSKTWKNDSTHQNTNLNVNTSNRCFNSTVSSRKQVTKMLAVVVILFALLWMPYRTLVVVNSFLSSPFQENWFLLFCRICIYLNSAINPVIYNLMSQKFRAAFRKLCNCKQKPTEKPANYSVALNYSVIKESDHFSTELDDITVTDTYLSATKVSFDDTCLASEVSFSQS
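Steps: seed TRHR cells overnight; add fluo-8 no-wash Ca dye, RT 30 min–1.5 h; record 10 s baseline; pin-transfer compounds; monitor fluorescence 1 cycle/s for the agonist window. Calcium increases flag candidate agonists.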
D2 potentiator = D2 dopamine receptor (human) potentiation. P14416. 0.34% of 340,000 active. potentiation, % at 10 µM. HEK293 T-REx D2, calcium flux, EC20 dopamine potentiation;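 active = potentiation over 3 SD above the plate norm, cut at about 30% in these data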; also: 0% is about no effect
Target sequence (P14416 whole entry, looked up): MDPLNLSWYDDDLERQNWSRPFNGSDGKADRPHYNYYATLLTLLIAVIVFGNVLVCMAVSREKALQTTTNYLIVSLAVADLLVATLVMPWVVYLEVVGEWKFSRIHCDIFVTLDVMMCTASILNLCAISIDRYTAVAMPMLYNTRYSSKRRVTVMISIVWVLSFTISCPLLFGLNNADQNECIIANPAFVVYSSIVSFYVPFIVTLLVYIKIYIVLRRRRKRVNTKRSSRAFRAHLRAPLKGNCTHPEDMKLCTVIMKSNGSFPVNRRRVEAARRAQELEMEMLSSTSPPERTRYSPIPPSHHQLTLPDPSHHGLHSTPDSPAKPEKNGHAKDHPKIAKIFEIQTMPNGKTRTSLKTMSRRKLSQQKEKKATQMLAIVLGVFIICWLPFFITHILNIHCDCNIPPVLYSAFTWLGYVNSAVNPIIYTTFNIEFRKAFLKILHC
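Tetracycline-induced HEK293 T-REx cells force-coupled to calcium signalling expressed D2; compounds were pin-added after a 10 s baseline, read kinetically 180 s, then an EC20 dopamine challenge followed with a further 180 s calcium read.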
D1 potentiator = enhances dopamine response at the human D1 receptor; 0.036% of 360,000 active; potentiation, % at 10 µM; HEK293 TREx D1 cells, calcium flux, dopamine EC20 potentiation; in the data active = potentiation above about 30%; also: 0% is about no effect
TRHR PAM = TRH receptor (human) allosteric enhancement; P34981; TRHR cells, fluo-8 calcium fluorescence, EC20 TRH enhancement; enhancement, % at 2 µM; 0.66% of 360,000 active; AID 493056; in the data active = enhancement above about 30%; also: 0% is about no effect
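Enhancer read-out: after compound pinning and an initial kinetic agonist-mode read, an EC20 of TRH (10 nM final) was injected and fluo-8 calcium signal (Ex 480/Em 530) followed at 1 s/cycle for 100 cycles in TRHR-expressing cells.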
D1 antagonist = blocks dopamine activation of the human D1 receptor; HEK293 TREx D1 cells, calcium flux, dopamine EC80; active compounds read low; activity change, negative = inhibition, % at 10 µM; 3.2% of 360,000 active; AID 504652; in the data active = activity change below about -30%; also: % is scaled to controls: 0 for no effect and ±100 for the full control effect
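Antagonism measured as reduced calcium response to an EC80 dopamine addition following 180 s compound pre-read; cells were inducible HEK293 Trex D1 plated overnight at 30 C, read kinetically at 1 cycle/sec.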
D2 ag = D2 dopamine receptor (human) agonism | P14416 | HEK293 T-REx D2 cells, calcium flux agonist mode | activation, % at 2 µM | 0.53% of 340,000 active;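 active = activation over 3 SD above normal in the single-dose calcium agonist read, cut at about 30% in these data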; also: 0% is about no effect
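Tetracycline-induced HEK293 Trex cells with D2 receptor force-coupled to calcium signaling, plated overnight at 30 C and loaded with no-wash calcium dye. Calcium flux read kinetically for 180 s after compound addition; responses flag agonists.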
D2 antagonist = antagonists of human D2 dopamine receptor; 2% of 340,000 active; HEK293 TREx D2 cells, calcium flux, dopamine EC80; inhibition, % at 10 µM; in the data active = inhibition above about 30%; also: 0% is about no effect
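Inhibition of EC80 dopamine-driven calcium flux, recorded kinetically, defines activity here; cells are a tetracycline-induced HEK293 T-REx line expressing force-coupled D2.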
Active calls of the source: *; . = no result given. Rule as the data show it, unless noted: active = activation above about 30%; inactive = the rest.

SMILES	RXFP1 antagonist	D1 agonist	TRHR agonist	D2 potentiator	D1 potentiator	TRHR PAM	D1 antagonist	D2 ag	D2 antagonist
Cc1ccccc1C(=O)NNC(=O)CN1C(=O)c2ccccc2C1=O	12	1	1.1	-5	1	0	-5	0.0	8
CC(=O)c1cc2c(cc1NC(=O)CSc1nnc(C)s1)OCO2	-17	4	-0.1	7	3	9	13	-0.7	10
CCC(C)NC(=O)c1cc(Sc2nnc(C)s2)nc2ccccc12 (configuration not stated)	.	2	-0.1	11	11	8	-8	-0.3	7
COc1ccc(CCNc2oc(COc3ccccc3)nc2C#N)cc1	7	5	-0.4	1	3	-4	-20	-1.5	-6
CC1CCCN(CCCNC(=O)c2ccc(N3CCCC3=O)cc2)C1 (configuration not stated)	10	0	0.5	-17	3	-9	0	0.4	5
CC(C)(C)c1ccc(C(=O)N2CCC(=O)N(C(CO)Cc3ccccc3)CC2)cc1 (configuration not stated)	.	10	-0.7	1	-3	13	5	-1.6	-33
CCOC(=O)c1ccc(NC(=O)CCn2c(=O)c3cccn3c3cccnc32)cc1	-5	2	-0.3	2	-4	5	-13	1.9	.
O=C1CNC(=S)N1c1nc(-c2ccccc2)cs1	-14	2	-0.4	13	-3	6	-8	-0.3	-9
O=C(CN1C(=O)NC2(CCCCC2)C1=O)Nc1cccc(S(=O)(=O)N2CCCC2)c1	-14	1	-0.1	4	-8	-6	0	0.5	-23
CCOCCCn1c(=NC(=O)c2cccs2)c(C#N)cc2c(=O)n3ccccc3nc21	-17	1	0.4	-1	16	-3	-3	-0.2	-8
Cc1cccc(N(C(=O)CNC(=O)c2ccco2)C(C(=O)NC2CCCC2)c2cccnc2)c1 (configuration not stated)	5	1	0.7	-4	-2	-3	12	0.1	10
CCOc1cc(C2NC(=O)NC(C)=C2C(C)=O)cc(Cl)c1OCC(=O)O (configuration not stated)	-4	1	0.7	5	-7	-3	10	-2.8	-22

Structural class: the compounds so far with a cyano group (2)
SMILES	RXFP1 antagonist	D1 agonist	TRHR agonist	D2 potentiator	D1 potentiator	TRHR PAM	D1 antagonist	D2 ag	D2 antagonist
COc1ccc(CCNc2oc(COc3ccccc3)nc2C#N)cc1	7	5	-0.4	1	3	-4	-20	-1.5	-6
CCOCCCn1c(=NC(=O)c2cccs2)c(C#N)cc2c(=O)n3ccccc3nc21	-17	1	0.4	-1	16	-3	-3	-0.2	-8

An excerpt of the results above, as a working copy:
SMILES	RXFP1 antagonist	D1 agonist	TRHR agonist	D2 potentiator	D1 potentiator	TRHR PAM	D1 antagonist	D2 ag	D2 antagonist
CCOC(=O)c1ccc(NC(=O)CCn2c(=O)c3cccn3c3cccnc32)cc1	-5	2	-0.3	2	-4	5	-13	1.9	.
O=C1CNC(=S)N1c1nc(-c2ccccc2)cs1	-14	2	-0.4	13	-3	6	-8	-0.3	-9

Carrying on:
SMILES	RXFP1 antagonist	D1 agonist	TRHR agonist	D2 potentiator	D1 potentiator	TRHR PAM	D1 antagonist	D2 ag	D2 antagonist
O=C(Cn1c(-c2ccccn2)nc2ccccc21)N/N=C/c1cccnc1	-15	3	-0.7	7	-1	-1	-2	-1.2	-4
CC(=O)Nc1ccc(NC(=O)c2ccc(COc3ccc(Cl)cc3Cl)o2)cc1	-19	3	-0.5	11	-9	2	-11	.	.
COc1cc(C(=O)OCC(=O)N2CCCC2)cc(OC)c1OC	-6	3	6.7	-2	-4	-3	-42*	-0.8	5
O=C(C1=C(O)C(=O)N(CCCn2ccnc2)C1c1ccccc1)c1ccco1 (configuration not stated)	14	2	1.7	7	-3	-11	5	1.0	-6
NC(=O)c1ccccc1O	14	2	-0.3	-6	4	3	-16	-1.6	14
COc1ccc(C(=O)Nc2ncc3c(n2)CC(c2ccco2)CC3=O)cc1 (configuration not stated)	5	1	0.9	-6	-10	-4	6	0.0	5
O=C(O)c1cc(-c2c[nH]c3ccccc23)nc2cc3ccccc3cc12	.	1	0.3	8	1	2	1	0.6	-10
COc1ccc(NS(=O)(=O)c2c(C)nc3scc(C)n3c2=O)cc1	-12	4	-0.5	7	4	7	10	1.1	.
Cc1onc(-c2ccccc2Cl)c1C(=O)NNC(=O)C1CCN(Cc2ccccc2)CC1	1	0	0.1	-1	-5	0	-8	-0.4	1
Cc1nn(Cc2ccccc2Cl)c(Cl)c1C(=O)NCCc1ccccc1	-11	0	-0.8	-6	-1	-5	7	-0.6	8
COc1ccc(NC(=O)NCCCN2CCN(c3ccccc3F)CC2)cc1	-3	6	0.2	-25	-13	-3	-86*	82*	92*
COC(=O)CNC(=O)C1CCCN1C(=O)CNC(=O)OCc1ccccc1 (configuration not stated)	3	4	2.8	8	3	5	-9	0.6	3
COC(=O)C1CC(O)CN1C(=O)c1ccco1 (configuration not stated)	7	2	-0.3	-12	0	2	-1	0.7	3
C=CCOC(=O)C1=C(C)NC(=O)NC1c1cn(-c2ccccc2)nc1-c1cccs1 (configuration not stated)	-9	-3	-0.4	-3	-2	-7	-7	-0.4	4
N#Cc1ccsc1NC(=O)CN1CCN(c2ccccc2O)CC1	0	2	1.1	3	-1	-2	8	.	.
Cc1ccc(S(=O)(=O)N2C(=O)CCC2C(=O)N2CCN(C)CC2)cc1 (configuration not stated)	-1	3	0.7	1	0	0	1	0.3	28
COc1ccc(Cl)cc1C(=O)NNC(=O)c1csc(N2CCOCC2)n1	4	1	0.2	6	-4	11	5	0.6	-18
CCCCNC(=O)Nc1c(C(=O)OCC)[nH]c2ccccc12	-1	0	-1.2	-12	-6	3	-7	-0.1	-2
Cc1cc2n(n1)SC(Nc1cc(Cl)ccc1Cl)N2 (configuration not stated)	15	2	-0.5	-4	-5	3	-19	0.5	2
CCOc1cc(/C=C(\C(=O)O)c2ccc(S(=O)(=O)N3CCCC3)s2)ccc1OC	3	5	0.7	2	3	-2	35	-0.1	9
CCCC(=O)N(c1ccc2oc(-c3ccccc3)c(C(=O)OCC)c2c1)S(=O)(=O)c1ccc(C)cc1	-8	0	-0.6	-5	-2	0	10	.	.
COc1cccc2c1OC1(C)CC2NC(=O)N1c1cccc(C(=O)Nc2ccc3c(c2)OCCO3)c1 (configuration not stated)	0	-3	-0.5	-1	-6	-5	2	-1.2	-14
COc1ccc(C2=Nn3c(nnc3-c3ccccn3)SC2)cc1	-2	0	-0.7	6	0	2	21	-0.3	0
CCC(C)N(C(=O)Cn1cnc2c1c(=O)n(C)c(=O)n2C)C1CCS(=O)(=O)C1 (configuration not stated)	-4	2	-0.1	-5	-4	-1	10	0.3	-4
COc1ccc(/C(N)=N/OC(=O)CC2CCCCC2)cc1	-1	4	0.5	0	-6	2	-13	0.7	-3
CCOC(=O)c1cc([N+](=O)[O-])c([N+](=O)[O-])cc1NC(C)=O	-11	0	-0.8	0	-9	-2	-2	-0.7	10
Cc1cc(SCC(=O)c2cccs2)nc2c(C)cccc12	3	8	3.5	-1	0	-4	5	1.3	-11
CC(=O)NS(=O)(=O)c1ccc(NC(=O)CC(C)c2ccccc2)cc1 (configuration not stated)	-8	0	1.0	0	-3	4	-1	-0.2	-2
CCC(=O)NC(c1cc(Cl)c2ccccc2c1O)C(C)C (configuration not stated)	.	0	0.0	5	0	-1	.	-0.1	17
Cc1cc(C)c(C#N)c(SCc2cn3c(C)cccc3n2)n1	0	5	0.4	10	-8	-6	4	1.8	-15
COc1cccc(N2CC(C(=O)Nc3nnc(SCc4cccnc4)s3)CC2=O)c1 (configuration not stated)	-1	2	0.4	13	-2	4	2	-0.3	9
Cc1ccc(C)c(NS(=O)(=O)c2c(C)nn(C)c2C)c1	5	5	0.0	-11	-1	1	5	-0.5	0
Cc1ccccc1NC(=O)OCc1cccnc1Oc1ccc(Cl)cc1	-10	0	-0.4	-3	-3	6	-3	-0.4	-4
CC(C)C[C@H](NC(=O)NC(C)C)C(=O)O	4	0	0.8	-8	-6	-2	-7	1.1	28
Cc1cc(NC(=O)C(C)C)ncc1NC(=O)c1ccccn1	-5	4	1.7	7	-2	5	-17	0.1	5
COc1ccc(/C=N/NC(=O)c2cccnc2)cc1CN1CCc2ccccc2C1	-16	1	-0.2	-8	-2	-5	-24	8.3	-10
COC(=O)c1cc2oc3ccccc3c2n1CC(=O)Nc1cc(OC)cc(OC)c1	1	4	1.2	-4	-3	-7	-2	0.4	.
Cc1ccc(-c2nc(CSCC(=O)N3CCN(c4ccccn4)CC3)c(C)o2)cc1	-14	12	-0.3	-14	-2	2	2	37*	-7
COc1ccccc1OCCCC(=O)Nc1ccc([N+](=O)[O-])cc1Br	0	0	-0.7	-12	-6	-2	.	-0.4	6
CCC(c1nnc(SCC(=O)Nc2cc(C)on2)o1)N(C)C (configuration not stated)	-10	4	0.1	10	-5	1	-3	0.5	15
CCOC(=O)C(Cc1ccccc1)NC(=O)CCc1nnc2ccc(N3CCCCC3)nn12 (configuration not stated)	-21	2	1.3	0	-5	-4	-33*	1.4	-16
O=C(CCN1C(=O)c2cccc3cccc(c23)C1=O)Nc1ccon1	6	0	-0.5	2	-2	-5	12	-0.6	13
c1ccc(-c2ccccc2OCCOCCN2CCc3ccccc3C2)cc1	-34	2	-0.4	-23	-21	3	0	-0.2	3
CC(C)(C)NC(=O)CSc1nc2cccnc2n1C1CCCCC1	-1	4	-0.5	-16	2	51*	-7	-1.2	-7
O=C(NN1C(=O)C2C(C1=O)C1C=CC2C12CC2)c1ccccc1 (configuration not stated)	-6	-3	-1.8	0	-2	3	-3	-0.1	5
O=S(=O)(Nc1ccccn1)c1ccc(Cl)cc1	6	2	-0.2	-1	3	9	13	0.1	4
Clc1ccc2nc(CSc3nnc4ccccn34)cn2c1	-4	1	-0.3	1	0	0	-9	-0.1	-8
CCOc1ccccc1NC(=O)COC(=O)c1cc[n+]([O-])cc1	-23	1	0.1	-3	0	3	-11	0.4	-6
Cc1cc(C)c(OCC(=O)Nc2nnc(-c3ccco3)o2)c(C)c1	-7	0	-0.3	1	0	1	0	-1.7	-3
Cc1nc(NC(=O)CSc2nnc3ccccn23)c(Cl)cc1Cl	5	2	-0.5	-4	4	-7	3	0.2	4
Cc1oc2ccc(O)c(CN3CCOCC3)c2c1C(=O)Nc1ccc(C(C)C)cc1	-22	-1	-0.5	-4	1	-12	1	-0.7	.
CC1CCN(S(=O)(=O)c2ccc3c(c2)N(CC(=O)NCCc2ccccc2)C(=O)CO3)CC1	-35	1	-0.8	-3	-2	-5	2	.	.
Cc1c(Cl)cccc1NC(=O)CCC(=O)N/N=C/c1ccc[nH]1	.	1	0.1	-1	-5	0	-10	-1.2	1
O=C(NCc1ccccn1)C1CCCCC1	-7	3	1.2	13	1	0	1	0.0	1
Cc1cc(NC(=O)CSc2n[nH]c(N)n2)no1	-20	-1	-0.3	-2	-1	-6	4	0.0	8
CCCC1(c2ccccc2)NC(=O)N(CC(=O)NCc2ccc(C)cc2)C1=O (configuration not stated)	0	1	-1.0	.	-1	2	-3	.	.

Three entries already listed, sorted by the value under D1 agonist, rising.
Structure | D1 agonist
Cc1cc(C)c(OCC(=O)Nc2nnc(-c3ccco3)o2)c(C)c1 | 0
CC1CCN(S(=O)(=O)c2ccc3c(c2)N(CC(=O)NCCc2ccccc2)C(=O)CO3)CC1 | 1
Cc1nc(NC(=O)CSc2nnc3ccccn23)c(Cl)cc1Cl | 2
